DT40 TDP1 no CPT = qHTS for Inhibitors of human tyrosyl-DNA phosphodiesterase 1 (TDP1): qHTS in cells in absence of CPT; DT40 Tdp1-/- hTDP1 cells, no CPT, ATP luminescence, 48 h; Potency, µM (top dose mostly 46.2 µM), for the others: at the highest dose activity change, negative = growth inhibition, actives largely listed as inhibitors; 420,000 compounds, 15% hits; AID 686978, 2013; active means well fitted inhibition curve with a large enough effect; inconclusive means small, poorly fitted or top-dose-only effect; further: nearly all actives have a fitted effect of over 55% in size
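Camptothecin absent (DMSO only). Human TDP1-complemented DT40 knockout cells, 400 cells/well, 37 °C for minimum 48 hr; ATP measured via CellTiter-Glo, 30 min dark incubation, luminescence.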
* = called active by the depositor; ? = inconclusive. On the % scale 0 is the no-effect control and ±100 the full control effect; potency means the concentration at half of the fitted maximal effect.

compound	DT40 TDP1 no CPT
CCOC(=O)c1c(C)[nH]c(C(=O)OC(C(=O)N(C)C)c2ccccc2)c1C (centres undefined)	10µM*
COC(C/C=C\C(=O)[C@H](C)OCc1ccccc1)OC	?
COc1ccc(S(=O)(=O)NC(=O)C2(C)CCN2C(=O)C2(c3ccc(Cl)cc3)CCC2)cc1 (centres undefined)	-7.6%
O=C(CS)Nc1ccccc1	?
COc1ccc(Cl)cc1NC(=O)CN1CCN(C(=O)N2CCOCC2)CC1	-16.6%
CCCC(=O)N1CCC1(C)C(=O)Nc1ccc(C)cc1 (centres undefined)	-5.9%
C[C@@H]1CN([C@H](C)CO)C(=O)c2c(c3ccccc3n2C)-c2ccccc2CO[C@H]1CN(C)Cc1ccc2c(c1)OCCN2C	1.4%
COc1cccc(CNC(=O)c2c(OC)cc(=O)n3c2CCN(C(=O)C2=C(C)OCCO2)CC3)c1	-3.9%
Cc1ccc(NC(=S)NNC(=S)NNc2ccccc2)cc1C	23.1µM*
O=C1CC[C@@H]2CC3(C[C@@H]4CCN1[C@H]24)Nc1cc([N+](=O)[O-])ccc1NC3=NC1CCCCC1 (some centres undefined)	1.5%
CN(C)/N=C/C=C1\CC/C(=C\c2ccc(F)c(F)c2)C1=O	12.6%
O=[N+]([O-])c1ccc(NN=Cc2ccccc2O)nc1	5.8µM*
CC(=O)Nc1cccc(-c2ccnc3c2CC(C)(C(=O)Nc2ccc4c(c2)OCO4)O3)c1 (centres undefined)	0.651µM*
CSC1SCC2C(=O)N(C)C(C(C)C)C(=O)OCC(NC(=O)c3cnc4ccccc4n3)C(=O)NC(C)C(=O)N(C)C1C(=O)N(C)C(C(C)C)C(=O)OCC(NC(=O)c1cnc3ccccc3n1)C(=O)NC(C)C(=O)N2C (centres undefined)	-83.4%
COc1ccc(-c2nn(-c3ccccc3)cc2C(=O)N(C)CC(=O)Nc2ccccc2Br)cc1	?
O=C(Cc1cccc([N+](=O)[O-])c1)Nc1ccccc1	1.5%
COc1ccccc1C(CNC(=O)CNC(=O)c1cccc(Cl)c1)N1CCCC1 (centres undefined)	-19.6%
COc1ccc(C(=O)Nc2cccc(/C=C(/CCC(=O)O)c3nc4ccccc4s3)c2)cc1	?
Nc1nc(CSc2nnnn2-c2ccc(F)c(Cl)c2)nc(N2CCOCC2)n1	-29.4%
CC1(Cc2cccc(C(F)(F)F)c2)C(=O)Nc2c(Cl)ccc(Cl)c21 (centres undefined)	?
Nc1ccc(S(=O)(=O)NCC2CCCCO2)cc1 (centres undefined)	-21.1%
COc1ccc(CN2C[C@@H](CO)O[C@@H](n3cnc4c(N5CCN(c6ccccc6)CC5)ncnc43)C2)cc1	16.4µM*
COc1cccc(C(NC(C)=O)c2nc(-c3ccc4ccccc4c3)cs2)c1 (centres undefined)	?
OCCN1CCN(Cc2ccc3c(c2)CN(Cc2cccc4ncccc24)CCO3)CC1	?
CCC(=O)N1Cc2cc(C(=O)NCc3cccc(F)c3)nc(-c3cccc(C4=CCCC4)c3)c2[C@H]1CCO	?
Cc1ccc(NC(=O)c2ncn(CCCN3CCN(Cc4cccc5ccccc45)CC3)n2)cc1C	13µM*
Cc1cnc(C(=O)OCC(=O)c2cc(C)n(CCc3ccc(F)cc3)c2C)cn1	?
COc1cc(-c2cc3nc(NCCc4ccc(S(N)(=O)=O)cc4)ccn3n2)cc(OC)c1OC	20.6µM*
NC(COCc1ccccc1)c1csc(NC(=O)Nc2cccc(C(F)(F)F)c2)n1 (centres undefined)	?
COc1ccc(NC(=O)C2Cc3c(-c4cccc(NC(C)=O)c4)ccnc3O2)cc1 (centres undefined)	3.26µM*
COc1ccc(Cc2nc3ccc(C(=O)NCCc4ncccc4C)cc3o2)cc1OC	23.1µM*
Cc1cc(NC(=O)CSc2nnc3ccc(-c4ccccc4)nn23)no1	-1.1%
O=C1CCC[C@@H]2C[C@@]3(C[C@@H]4CCN1[C@H]24)Nc1cc([N+](=O)[O-])ccc1NC3=NCc1ccccc1	?
O=C(O)c1cccs1	-5.6%
COC(=O)C[C@@H]1C[C@H]2c3cc(N(C)C)ccc3O[C@H]2[C@H](CO)O1	3.6%
CCCCOCCCNC(=O)C[C@@H]1C[C@@]2(C(=O)OCC)CCCC=C2N(CCc2ccc(OC)c(OC)c2)C1=O	?
Cc1ccc(CNC(=O)c2ccc3c(c2)S(=O)(=O)c2ccccc2C3=O)o1	16.4µM*
COc1ccc(C(=O)CCc2ccc(OC)c(OC)c2)cc1	18.4µM*
Cc1ccc(Nc2n[nH]c(=S)s2)cc1C	?
O=C(CCNC(=O)c1ccc(Cl)cc1)Nc1cc(C(F)(F)F)ccc1N1CCOCC1	23.1µM*
O=C(C1CCCCC1)N1C[C@@H](n2cc(C3CC3)nn2)[C@H](O)C[C@@H]1c1ccc(Cl)cc1	?
CCOc1cc(N2CCOCC2)c(OCC)cc1NC(=O)c1ccc(S(=O)(=O)N2CC(C)OC(C)C2)cc1 (centres undefined)	?
O=C(Nc1cccc2ccccc12)c1cnn2c1NC(=C1CC1)C=C2C(F)F	?
Cc1cn([C@H]2C[C@H](O)[C@@H](CNC(=O)[C@H](N)Cc3cn(COCc4ccccc4)cn3)O2)c(=O)[nH]c1=O	0.3%
COCCC1CCCCN1Cc1nc(N2CCCC2)c2cc(OC)c(OC)cc2n1 (centres undefined)	?
O=C1NCCN1CCNc1nc(NCc2ccccc2)nc2ccsc12	?
CCCn1c(N)c(N(CCOC)C(=O)c2ccc(S(=O)(=O)N3CCOCC3)cc2)c(=O)[nH]c1=O	14.2%
Cn1c(=O)c2cc(NC(=O)CC(C)(C)C)ccc2n1-c1ccccc1F	23.1µM*
Cc1ccc(S(=O)(=O)N2C[C@H]3N(C(=O)OC(C)C)N(C(=O)OC(C)C)C[C@H](OC(=O)NC4CC4)[C@@]3(O)C2)cc1	?
CSCC[C@H](CO)NC(=O)[C@H]1O[C@@H](n2cnc3c(N)ncnc32)[C@H](O)[C@@H]1O	-9.0%
FC(F)(F)c1cccc(-c2cc3nc(NCCOc4ccccc4)ccn3n2)c1	?
COC(=O)c1cc(S(=O)(=O)Nc2cccc(-c3ccno3)c2)c[nH]1	7.31µM*
CCN1CCN(CC(=O)Nc2cccc(C)c2)C(=O)C1=O	-11.8%
CCOC(=O)C1=CCN(S(=O)(=O)c2ccccc2C)C1c1ccc(Br)cc1 (centres undefined)	?
CC(=O)Nc1cc2c(cc1Cl)-c1ccc(F)cc1C2O (centres undefined)	?
Cc1ccccc1S(=O)(=O)NC(=O)C1(C)CCN1C(=O)C1(c2ccc(Cl)cc2)CCC1 (centres undefined)	-20.7%
Cc1nc(C(=O)N2CCC(C)(C(=O)NS(=O)(=O)C3CC3)C2)c(C)o1 (centres undefined)	3.2%
CCC(C)CN1C(=O)CSCC1(C)C(=O)Nc1ccc2c(c1)OCCO2 (centres undefined)	-29.5%
NC(=O)c1ccc(NC(=O)COC(=O)C23CC4CC(CC(C4)C2)C3)cc1	-14.3%
O=C1c2ccccc2S(=O)(=O)c2cc(C(=O)N3CCC(O)CC3)ccc21	-11.3%

Additional records:
compound	DT40 TDP1 no CPT
COc1cccc(NC(=O)C(=O)NCC2CCCN2S(=O)(=O)c2cccs2)c1 (centres undefined)	-58.4%
COCCCN1C(=O)C(CC(=O)NCCN2CCOCC2)CC(C(=O)N(C)C)=C1C (centres undefined)	-10.5%
C=CCn1nc(-c2ccccc2)cc1C(=O)OCC	-18.6%
COc1ccc(C(C#N)=C2C=C(Cl)C(=NO)C=C2Cl)cc1	2.59µM*
COc1cc2cncnc2cc1OCCCCC(N)=O	1.0%
CSCC[C@@H](CO)NC(=O)[C@H]1O[C@@H](n2ccc(=O)[nH]c2=O)[C@H](O)[C@@H]1O	-6.7%
CN(C)c1ccc(CC(=O)N2CCCCC2c2cc(C(=O)Nc3ccccc3Cl)no2)cc1 (centres undefined)	?
Cc1ccc(-c2cc3nc4c(c(=O)n3[nH]2)CCCC4)cc1	?
COCC(=O)N1CCCC(C)(C(=O)Nc2cccc(Oc3ccccc3)c2)C1 (centres undefined)	-13.2%
O=C(N/N=C/c1ccccc1)c1cccc2ccccc12	1.3µM*
CCCCn1c(N)c(N(Cc2ccccc2OC)C(=O)CSCC(=O)Nc2ccc(C)cc2)c(=O)[nH]c1=O	-3.7%
CCOC(=O)c1sc(=S)[nH]c1C	?
COCC(=O)N(C)[C@H]1C[C@H]2c3cc(N4CCN(C)CC4)ccc3CCN2C(=O)[C@H]1[C@H](C)O	1.9%
COC(=O)/C=C\C(C#N)(C#N)N=Cc1ccc(OC)cc1	0.651µM*
Cc1oc(-c2ccccc2NC(=O)c2ccccc2)nc1CNC(=O)c1cccc(-n2cccn2)c1	-7.6%
CNc1ccc2ncc(-c3ccccc3C(C)=O)n2n1	?
CN1CCC(NC(=O)C2(C)CCN2Cc2ccc3ccccc3c2)CC1 (centres undefined)	-2.4%
C[C@@H]1CN([C@H](C)CO)C(=O)c2cc(Br)cnc2O[C@H]1CN(C)Cc1cccnc1	-13.1%
COc1cccc(CN2CCN(C(=O)c3cc(-c4ccncc4)nc4ccc(C)cc34)CC2)c1	16.4µM*
CC1OC(=O)c2cc3ccccc3nc21 (centres undefined)	2.5%
CCCN(CCC)Cc1cc(=O)oc2cc(C)ccc12	?
S=C(NCCc1ccccc1)N1CCC2CC1c1cc(-c3ccc4c(c3)OCO4)ccc12 (centres undefined)	9.2µM*
O=C1NC[C@H](Cc2ccccc2)N(C[C@@H]2CCCN2C[C@H](Cc2ccc(O)cc2)N2C[C@H](Cc3ccccc3)N(CCc3ccccc3)C(=O)C2=O)C1=O	-29.7%
C[C@@H]1CN([C@H](C)CO)C(=O)CCCn2nncc2CO[C@H]1CN(C)C	0.6%

6 successive records already listed:
compound	DT40 TDP1 no CPT
COc1cccc(CN2CCN(C(=O)c3cc(-c4ccncc4)nc4ccc(C)cc34)CC2)c1	16.4µM*
CC1OC(=O)c2cc3ccccc3nc21 (centres undefined)	2.5%
CCCN(CCC)Cc1cc(=O)oc2cc(C)ccc12	?
S=C(NCCc1ccccc1)N1CCC2CC1c1cc(-c3ccc4c(c3)OCO4)ccc12 (centres undefined)	9.2µM*
O=C1NC[C@H](Cc2ccccc2)N(C[C@@H]2CCCN2C[C@H](Cc2ccc(O)cc2)N2C[C@H](Cc3ccccc3)N(CCc3ccccc3)C(=O)C2=O)C1=O	-29.7%
C[C@@H]1CN([C@H](C)CO)C(=O)CCCn2nncc2CO[C@H]1CN(C)C	0.6%

Next part:
compound	DT40 TDP1 no CPT
O=C(C[C@@H]1C[C@@H]2c3cc(NS(=O)(=O)c4ccc(F)cc4)ccc3O[C@@H]2[C@@H](CO)O1)NC1CCCCC1	18.4µM*
CCN1CCN(c2ccc(S(=O)(=O)N3CCCCC3)cc2NC(=O)/C=C/c2ccc(Cl)cc2)CC1	?
Cc1noc(C)c1C(=O)N1CCC1(C)C(=O)NS(=O)(=O)c1cccc(OC(F)F)c1 (centres undefined)	3.8%
O=c1[nH]c(=S)c2[nH]c(=S)n(-c3ccccc3)c2[nH]1	0.7%
O=C(O)c1cc(O)ccc1O	-23.6%
COc1cccc(C(O)c2ncc(-c3ccc(Cl)cc3)[nH]2)c1 (centres undefined)	?
COc1ccc(S(=O)(=O)N2CCOCC2)cc1NC(=O)COC(=O)CCS(=O)(=O)c1ccc(C)cc1	?
O=C1NC2(c3ccccc3)NC(=O)NC2(c2ccccc2)N1 (centres undefined)	2.1%
CSc1nnc(CCNC(=O)c2ccccc2C(F)(F)F)n1-c1ccc(F)cc1	-7.0%
Cc1ccccc1NC(=O)COC(=O)c1ccccc1OCC(=O)Nc1ccc(Br)cc1	4.6%
CN1CCN(C(=O)C2=NOC3(C2)C(=O)Nc2ccccc23)CC1 (centres undefined)	0.0%
CN1OC[C@@H]2CN(Cc3ccccc3)[C@H](c3ccc(-n4ccnc4)cc3)C[C@@H]21	-8.6%
CCC(=O)N1CCCC(C)(C(=O)Nc2nccc3cccnc23)C1 (centres undefined)	-5.6%
CC1(c2ccc(Cl)cc2Cl)NC(=O)N(CC(=O)NCCC2=CCCCC2)C1=O (centres undefined)	?
C[C@H]1CN([C@@H](C)CO)C(=O)CCCn2cc(nn2)CO[C@@H]1CN(C)C(=O)Nc1cccc(F)c1	4.7%
N#CC(Cc1cccs1)c1nc2ccccc2[nH]1 (centres undefined)	-4.7%
Cc1cccc(C)c1OCC(=O)Nc1cccc(S(=O)(=O)N2CCCCCC2)c1	20.6µM*
COc1ccc(OCC(=O)N2CCc3ccccc32)c([N+](=O)[O-])c1	-18.5%
Cc1ccc(S(=O)(=O)N2C[C@@]3(O)Cn4c(=O)ccc(=O)n4C[C@@]3(OC(=O)NCC3CCCCC3)C2)cc1	-39.8%
COC(=O)c1ccc(N2C(c3cc(OC)cc(OC)c3)=Cc3ccc(OC)cc3C2CC(=O)c2ccco2)cc1 (centres undefined)	?
CCOc1ccccc1Nc1cc(C)nc2ccccc12	?
Cc1ccc2nc(-c3cccc(Br)c3)c(Cc3ccccn3)n2c1	?
CC1(C(=O)NS(=O)(=O)c2ccccc2Cl)CCN1C(=O)Cc1cccs1 (centres undefined)	18.0%
Cn1nc(C(C)(C)C)cc1N1C(=O)CCC1(C)C(=O)Nc1ccc2c(c1)OCCO2 (centres undefined)	1.2%
CCN(CC(=O)Nc1c(F)cccc1F)C(=O)CCCN1C(=O)c2ccccc2C1=O	?

Screening results (PubChem)

Some of the compounds tested; count on the stated rates, not on these rows.
